From PubChem BioAssay
Pf Dd2 inh: blocks in vitro growth of P. falciparum Dd2 | Potency, µM (doses to about 28.9 µM), for inactives: at the highest dose activity, negative = inhibition, usual class: inhibitors | AID 1347417 | P. falciparum Dd2 growth, SYBR Green, 72 h | 120,000 compounds, 4.3% hits; active = well fitted inhibition curve with a large enough effect; inconclusive = small, poorly fitted or top-dose-only effect; inactive = no such curve, though single readings can be large or run the other way;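 note: plate controls were DMSO vehicle for no effect and reference drug for full effect; nearly all actives have a fitted effect of over 65% in size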
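Infected erythrocytes (Dd2, 0.3% parasitemia, 2.5% hematocrit final) are added to compound in RPMI-1640/Albumax II medium, grown 72 h at 37C in low oxygen, then lysed with saponin/Triton-X containing SYBR Green and read by fluorescence.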
Numbers without * were called inactive; i = inactive; ? = inconclusive; [ ] = another dose, or the depositor's remark. Potency is the fitted concentration of half-maximal effect. This is a subset; rates above refer to the full screens.

Molecule,Pf Dd2 inh
COc1ccc(C(=O)NC(C(=O)N2CCCC2)C2CCN(C(=O)c3ccccc3)CC2)cc1 (configuration not stated),-22%
CCC1CCCCN1C(=O)c1sc(-n2nc(C)c(Cc3ccccc3)c2C)nc1C (configuration not stated),-1%
COc1cccc(C(c2c(O)cc(C)n(Cc3ccco3)c2=O)N2CCN(c3ccccc3)CC2)c1 (configuration not stated),i
O=C([C@@H]1C[C@H](F)CN1S(=O)(=O)c1ccc(F)cc1)N1CCOCC1,42%[activator]
CC1CCCCN1C(=O)CSc1c2c(nc3cc(Cl)ccc13)CCCC2 (configuration not stated),?
CNC(=O)N1CCC(C2CCN(Cc3ccncc3F)C2)CC1 (configuration not stated),-1%
CCN1c2cc(C(=O)Nc3cccc(SC)c3)ccc2C(=O)N2CCCCC21 (configuration not stated),?
O=C(Nc1ccc(F)cc1)c1ccc2c(c1)OCCN(C1CCC1)C2,?
COc1cc(S(=O)(=O)NCCc2c(C)[nH]c3ccccc23)c(C)cc1C,-4%
CCCCS(=O)(=O)N[C@@H]1CN(C2CCOCC2)C[C@H]1CN(C)C,10%
CC(C)c1nnc(C2CN(C(=O)c3cccc(Cl)c3)CC23CCOCC3)o1 (configuration not stated),-16%
CSCC(=O)N[C@H]1CCN2C(=O)c3cc(-c4ccc(F)cc4F)ccc3NC(=O)[C@H]12,?
Cc1cn2nc(C(=O)N3CCC(NC(=O)c4ccsc4)CC3)cc2c(=O)[nH]1,-26%
CCc1ccccc1N1C(=O)N(Cc2ccccc2C)c2ccccc2S1(=O)=O,-6%
CCC(Sc1nc(-c2ccc(F)cc2)nc2c1Cc1c(CO)cnc(C)c1O2)C(=O)Nc1ccc(F)cc1 (configuration not stated),?
CCCc1ccc(CN2CCC(c3nnc(Cn4ccnc4)n3C3CC3)CC2)o1,1%
O=S(=O)(c1ccccc1)c1nc(-c2ccc(F)cc2)oc1N1CCCCCC1,33%[activator]
O=C(c1ccccc1Cl)N1CCN(c2cc(-c3ccccc3)[nH]n2)CC1,i
O=C(NCCc1cccs1)c1cc2n(n1)CC(c1ccc(Cl)cc1)OC2 (configuration not stated),-20%
O=C(Nc1ccc(OCc2cc(=O)n3ccsc3n2)cc1)c1ccc(F)cc1,11%
CCCNC(=O)NCC1c2cc(OC)c(OC)cc2CCN1C(=O)NCC (configuration not stated),-18%
NC(=O)[C@@H](Cc1c[nH]c2ccccc12)NC(=O)[C@@]1(O)C[C@@H](O)[C@H](O)[C@@H](NC(=O)c2ccc(F)c(Cl)c2)C1,7%
Cc1cccc(NC(=O)CSc2ccc(-c3sc(-c4ccccc4)nc3C)nn2)c1C,i
CCCN1C(CC(C)C)=NS(=O)(=O)c2cc(NC(=O)c3ccco3)ccc21,?
COc1ccc(NC(=O)NC[C@H]2C[C@@H]3CCN2C[C@@H]3c2cc(-c3ccccc3)nn2C)cc1,?

The final 7 entries of the section above are carried over, then new ones follow.
Molecule,Pf Dd2 inh
O=C(NCCc1cccs1)c1cc2n(n1)CC(c1ccc(Cl)cc1)OC2 (configuration not stated),-20%
O=C(Nc1ccc(OCc2cc(=O)n3ccsc3n2)cc1)c1ccc(F)cc1,11%
CCCNC(=O)NCC1c2cc(OC)c(OC)cc2CCN1C(=O)NCC (configuration not stated),-18%
NC(=O)[C@@H](Cc1c[nH]c2ccccc12)NC(=O)[C@@]1(O)C[C@@H](O)[C@H](O)[C@@H](NC(=O)c2ccc(F)c(Cl)c2)C1,7%
Cc1cccc(NC(=O)CSc2ccc(-c3sc(-c4ccccc4)nc3C)nn2)c1C,i
CCCN1C(CC(C)C)=NS(=O)(=O)c2cc(NC(=O)c3ccco3)ccc21,?
COc1ccc(NC(=O)NC[C@H]2C[C@@H]3CCN2C[C@@H]3c2cc(-c3ccccc3)nn2C)cc1,?
CCN(CC)C(=O)C1CCN(S(=O)(=O)c2c(C)noc2/C=C/c2cccc(OC)c2)CC1,-21%
COc1cccc2c1Oc1ncccc1N(c1ccc(C(=O)NCc3ccccc3Cl)s1)C2,?
Cc1ccc(S(=O)(=O)NCc2ccc(C(=O)NCCc3cccc(C)c3)cc2)cc1,-21%
O=C(c1cccs1)c1cn(CCOc2ccccc2Cl)c2ccccc12,3.2µM*
COc1ccc(Cl)cc1CNCCSc1nnnn1C,?
CN(C)C(=O)[C@H]1CN2CC[C@H]1C[C@@H]2Cn1cc(COc2ccccc2)nn1,-1%[44.1 µM]
CCOc1ccccc1C1NC(=O)N(CC(=O)N2CCN(c3ccc(F)cc3)CC2)C2=C1C(=O)OC2 (configuration not stated),-24%
CCOC(=O)C1CCCN(S(=O)(=O)c2ccc(F)c(C(=O)Nc3ccc(F)c(F)c3)c2)C1 (configuration not stated),i
CN(C)c1cccc(C(=O)Nc2ncc(-c3cnn(C)c3)c3c2OCC3)c1,7%[44.1 µM]
COc1ccc(CCC(=O)Nc2cccc(-c3nnc4n3CCCC4)c2)cc1,7.9µM*
Cc1cccc(NC(=O)N2CCC(CCNC(=O)Cc3cccc(F)c3)CC2)c1,i
CCN1C(=O)CCN(C(=O)c2ccoc2)CC12CCOCC2,-16%
COc1ccc(-c2noc([C@@H](C)NCc3ccccc3)c2C(=O)O)cc1,i
Cc1nc(-c2ccccc2)n(Cc2nc(-c3cccc(Cl)c3)oc2C)c(=O)c1CCO,i
O=C(c1cc(F)ccc1Cl)N1CCC(n2cc(-c3nc(C4CC4)no3)nn2)C1 (configuration not stated),i
COc1ccc(Cn2c(SCc3ccc(C(=O)NC4CCCCC4)cc3)nc3ccncc32)cc1,7.9µM*
CN1c2cc(C(=O)NC3CCCCCC3)ccc2C(=O)N2CCCC21 (configuration not stated),i
Cc1ccccc1C(=O)N1CCC(Cc2nc(-c3ccccc3)no2)CC1,i
COc1ccc(C(C(=O)O)N2CCc3sccc3C2)c(OC)n1 (configuration not stated),-12%
COc1ccc(CNC(=O)C2(N3C[C@@H](C)O[C@@H](C)C3)Cc3ccccc3C2)cc1,-8%
COc1ccccc1N1CCN(C(=O)c2noc(-c3ccc(C)cc3)n2)CC1,-8%
CN(C)c1ccc(-c2nnc([C@H]3CCN(Cc4ccccc4)C3)o2)cc1,?
CN(CC(=O)N1CCc2c(c(-c3nncn3CC3CC3)nn2C)C1)S(=O)(=O)c1cnc[nH]1,i
COc1ccc2[nH]c(C(=O)N3CCC4(CC3)CC(c3nc(C)no3)N(C)C4)cc2c1 (configuration not stated),7.9µM*
CCc1ccc(NC(=O)c2ccc(Cn3nc(N4CCN(c5ccccc5)CC4)ccc3=O)o2)cc1,11µM*

An excerpt of these results, field by field:
CN(C)c1ccc(-c2nnc([C@H]3CCN(Cc4ccccc4)C3)o2)cc1
  Pf Dd2 inh: ?

CCN(CC)C(=O)C1CCN(S(=O)(=O)c2c(C)noc2/C=C/c2cccc(OC)c2)CC1
  Pf Dd2 inh: -21%

(further entries)
Molecule,Pf Dd2 inh
CC(C)CNC(=O)C1CCc2ncc(-c3ccsc3)n2C1 (configuration not stated),i
CC(C)NC(=O)C1=NOC2CN([S+](C)(=O)[O-])CC12 (configuration not stated),17%[44.1 µM]
CCN(CC)c1cc2c(cc1F)c(=O)c(S(=O)(=O)c1ccc(OC)cc1)cn2Cc1ccccc1,13µM*
CCOc1ccccc1NC(=O)c1cnc(N2CCOCC2)c2ccccc12,?
CCc1ccc(S(=O)(=O)N2[C@@H]3CC[C@H]2CC(NC(=O)c2ccc(F)cc2)C3)cc1 (some centres not stated),i
CCS(=O)(=O)N1CCCOCCNC(=O)[C@@H]2CCC[C@@H]21,12%
O=C1CCCCC(C(=O)NCc2ccc(F)cc2)N1 (configuration not stated),-5%
COc1ccccc1NC(=O)C1=C(C)Nc2nc(SCc3ccccc3F)nn2C1c1cccnc1 (configuration not stated),i
Cc1ccc(C2(O)CCN(C(=O)CCn3ccc(=O)[nH]c3=O)CC2)nc1,15%
COc1cc(=O)n2c(c1C(=O)NCc1ccc(C(F)(F)F)cc1)CCCC2,13%
CCC(C(=O)Nc1ccc(C(C)=O)cc1)n1cnc2nc3c(cc2c1=O)CCCC3 (configuration not stated),10µM*
O=C(Nc1ccc2[nH]ccc2c1)c1ccc(-c2ncc3cnc(C4=CCOCC4)cn23)cc1,1.6µM*
O=C(c1ccc(Cl)cc1)N1CCNc2cnc(Nc3cccc(C(F)(F)F)c3)nc2C1,?
CCn1ccnc1C1CCN(c2nc3ccccc3o2)CC1,?
O=C1NC(=NC2CCCC2)C2(CCN(CC3CC3)C2)N1c1cc(F)cc(F)c1 (configuration not stated),?
CCOc1cccc(C(=O)N(Cc2ccc(C)o2)C2CCS(=O)(=O)C2)c1 (configuration not stated),36%[activator]
CCCn1c(=N)c(C(=O)NC(C)c2ccccc2)cc2c(=O)n3ccccc3nc21 (configuration not stated),?
O=C1N2CCCC2CN1C1CCN(Cc2ccsc2)CC1 (configuration not stated),-12%[44.1 µM]
COc1cccc(CNC(=O)c2c(C)noc2-c2ccccc2Cl)c1,?
CCc1ccc(C(=O)N2CCC(Cc3nc(C(C)C)no3)CC2)cc1,-24%
CCCNC(=O)Nc1ccc(OC2CCN(C(=O)CC)C2)nc1 (configuration not stated),?
CS(=O)(=O)N(C1CC1)C1CCOC2(CCN(C(=O)Cc3ccccc3)CC2)C1 (configuration not stated),-10%
Cc1ccc(CCNC(=O)CCCn2c(=O)c3cccn3c3ccc(F)cc32)cc1,i
O=C(Nc1cccc(C(F)(F)F)c1)O[C@@H]1CO[C@H]2[C@@H]1OC[C@@H]2Nc1nccc(-c2ccccc2)n1,i
Cc1cc(=O)n2nc(N3CCC(C(=O)Nc4ccc(Br)c(C)c4)CC3)sc2n1,13%
O=C(NCCc1noc(C2CC2)n1)c1cccs1,39%[activator]
COc1cccc(-c2cc3c(=O)n(CCNC(=O)c4ccccc4F)ccn3n2)c1,13µM*
COc1ccc(OC)c(-c2nc3c(C#N)c[nH]n3c2NC2CCCCC2)c1,i
CCOc1ccc(CNC(=O)c2cc3c(=O)n(C)c4ccccc4c3s2)cc1,13%
Cc1ccc(C(C)C)c(OCC(=O)NCC2(N3CCOCC3)CCCCC2)c1,-6%
Cc1n[nH]c(C)c1C(N)C(=O)N1CCC(c2nnc3n2CCCCC3)CC1 (configuration not stated),1%
CN(C)C(=O)c1cccnc1OC1CCN(C(=O)Nc2ccc(Cl)cc2F)C1 (configuration not stated),15%
CCn1ncc(CN2CCCN(Cc3ccncc3)C(c3ccccc3)CC(=O)NCC2)c1C (configuration not stated),-4%
COc1ccccc1OCc1cc(C(=O)N2CCCN3CCC[C@H]3C2)n[nH]1,i
COc1ccc(-c2ccc(=O)n(CC(=O)Nc3ccc(C)cc3C)n2)cc1,-1%
COc1ccc(Cn2c(C(=O)O)c(CNCCc3cc(OC)ccc3OC)c3ccc(C)cc32)cc1,8.9µM*
Cc1ccc(-c2noc(-c3ccc(NCc4ccco4)c([N+](=O)[O-])c3)n2)cc1,19%
COc1ccc(-c2nc(C(=O)Nc3cccc(C(C)=O)c3)nn2-c2ccc(Cl)cc2)cc1,?
CC(C)c1noc(C2CCCN(C(=O)c3ccoc3)CCC(=O)NCC2)n1 (configuration not stated),?
c1ccc(-c2ccnc(NCCc3c[nH]c4ccccc34)n2)nc1,-20%
CN1C(=O)CS(=O)(=O)C12CCN(C(=O)Cc1ccc(Cl)cc1)CC2,-29%
CCCCNS(=O)(=O)c1ccc2nc(-c3cccnc3)cc(C(=O)NC(C)C)c2c1,4%
O=C(NCc1ccc(F)cc1)NC1CCc2n[nH]c(=O)n2CC1 (configuration not stated),42%[activator]
COc1cccc(C(=O)N2CCC(c3nc(C4CCOC4)no3)CC2)c1 (configuration not stated),-2%
CCC(c1ccccc1)N1Cc2cc(NS(=O)(=O)c3ccc(Cl)cc3)ccc2OC(C)C1=O (configuration not stated),-15%
CCc1cccc(NC(=O)CCc2nc3cccnc3n2-c2ccccc2)c1,41%[activator][5.79 µM]
CCCCNC(=O)c1cnn2c(C)c(Cc3c(C)cc(C)cc3C)c(C)nc12,?
O=C(Cc1ccc(Cl)cc1)Nc1ccc2oc(-c3ccccc3F)nc2c1,i
COCCNC(=O)CCCN1C(=O)COc2ccc(C(=O)COc3ccc(C(C)(C)C)cc3)cc21,-5%
O=C(CCc1ccccc1F)NC1CCCN(C2CCCCCC2)C1 (configuration not stated),?

More compounds follow.
Molecule,Pf Dd2 inh
CCO[C@H]1CN(C(=O)C(C)(C)Oc2ccc3c(c2)CCC3)C[C@@H]1O,-4%
COc1ccc(C(=O)N2C[C@@H](CO)[C@H](c3ccncc3)C2)cc1F,-4%
CC(C)(O)CCc1cccc(C(=O)NCc2ccc3c(c2)OCCCO3)c1,?
COc1ccc(OC)c(CCNC(=O)c2cc3c(s2)-c2c(C)cccc2OC3)c1,?
Cc1cccc(-c2noc(-c3cccnc3NCc3ccco3)n2)c1,-2%
CCC(=O)N1CCC(Cc2nc(-c3ccccc3)n[nH]2)CC1,-27%
Cn1ncc(N2CCC(CNC(=O)c3cccc4ncccc34)C2)cc1=O (configuration not stated),-2%
CCc1ccc(CNC(=O)C2(CC)CCCCC(=O)N2)cc1 (configuration not stated),-14%
COc1ccccc1CNc1nc(-c2ccco2)nn1S(C)(=O)=O,-12%
CCc1ncc(C(=O)Nc2nn(CC(F)(F)F)c3cc(OC(C)C)ccc23)cn1,-3%
COCCCNC(=O)c1c(OCC(C)C)cc(=O)n2c1CCCCC2,40%[activator]
CC(CNC(=O)c1ccc2c(c1)nc1n2CCOC1)c1ccccc1 (configuration not stated),-14%
